MLL CXXC-DNA inh: MLL CXXC-DNA interaction inhibition | Potency, µM (titrated, usually from 115 µM), without a hit: at the top dose activity change, negative = inhibition, usual class: inhibitors | 290,000 compounds, 0.037% hits | Q03164 | AID 2662 | MLL-CXXC / FITC-HOXA9 DNA fluorescence polarization; active = well fitted inhibition curve with a large enough effect in the polarisation, with a control signal flat, not every such curve was filed as active; inconclusive = small, poorly fitted or top-dose-only effect, or effect the other way, or a change in a side signal; inactive = no such curve, though single readings can be large or run the other way; the % refers to the polarisation; also: potency is read from the fitted curve at half-maximal effect
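Steps: dispense CXXC domain solution (7 uM) → pin compounds or unlabeled HOX-A9 DNA control → 5 min ambient → add FLSN-HOX-A9 solution (50 nM) → spin → 30 min ambient → fluorescence polarization. Tris pH 7.5/NaCl/DTT/BSA buffer.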
Coupling enz: inhibits coupling enzyme system, counter-screen for aldolase hits; coupling enzyme system counterscreen, AmpLite Red fluorescence; activity change, negative = inhibition, % at 58.2 µM, hits read low; 290,000 compounds, 0.67% hits; AID 2472; in the data active = activity change below about -30%; also: % is scaled to controls: 0 for no effect and ±100 for the full control effect
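Coupling enzymes only (glyceraldehyde-3-phosphate) + compound, at 57.5 uM final, 10 min RT; add substrate/coupling/AmpLite Red mix, 20 min RT; fluorescence ex 525/em 598 nm. Actives flag coupling-system interference.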
Menin-MLL TR inh: menin-MLL binding inhibition, Texas Red mutant peptide | Menin + Texas Red MLL mutant peptide, fluorescence polarization | Potency, µM (titrated, usually from 61.6 µM), for the others: at the top dose FP activity change, negative = inhibition, actives largely listed as inhibitors | 270,000 compounds, 0.23% hits | O00255 | AID 1768; active = well fitted inhibition curve with a large enough effect in the polarisation, with a control signal flat, not every such curve was filed as active; inconclusive = small, poorly fitted or top-dose-only effect, or effect the other way, or a change in a side signal; inactive = no such curve, though single readings can be large or run the other way; the % refers to the polarisation; also: potency is read from the fitted curve at half-maximal effect; % of control where 0% means no effect; many of its hits are not listed in these tables
B2AR arrestin: agonists driving beta-arrestin recruitment to human beta2-adrenergic receptor. Potency, µM (top dose mostly 46.1 µM), without a hit: at the top dose activation, most hits filed as activators. beta-arrestin recruitment to beta2AR, cell-based reporter. 330,000 compounds, 0.02% hits. P07550;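 also: potency is read from the fitted curve at half-maximal effect; 0% = DMSO controls and full agonism = EC100 isoproterenol or metaproterenol; nearly all actives have a fitted effect of over 65% in size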
Target sequence (P07550 whole entry, looked up): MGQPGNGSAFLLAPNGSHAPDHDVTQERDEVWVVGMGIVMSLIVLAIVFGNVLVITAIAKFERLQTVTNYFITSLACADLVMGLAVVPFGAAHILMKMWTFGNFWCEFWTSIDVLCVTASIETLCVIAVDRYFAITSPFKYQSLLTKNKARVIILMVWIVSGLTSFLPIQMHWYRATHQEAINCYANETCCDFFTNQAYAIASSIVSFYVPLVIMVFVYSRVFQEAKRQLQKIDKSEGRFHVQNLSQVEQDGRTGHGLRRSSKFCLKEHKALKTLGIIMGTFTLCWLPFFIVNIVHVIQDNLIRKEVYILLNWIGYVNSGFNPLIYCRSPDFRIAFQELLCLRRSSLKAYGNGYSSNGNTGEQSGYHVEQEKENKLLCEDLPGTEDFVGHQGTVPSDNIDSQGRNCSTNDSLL
GALK inhibitor: blocks human galactokinase activity; Potency, µM (top dose mostly 57.5 µM), inactives show at the top dose activity change, negative = inhibition, actives largely listed as inhibitors; Purified GALK, Kinase-Glo residual ATP luminescence; AID 1868; 270,000 compounds, 0.007% hits; P51570; also: potency is read from the fitted curve at half-maximal effect; % is scaled to controls: 0 for no effect and ±100 for the full control effect
Target sequence (P51570 whole entry, looked up): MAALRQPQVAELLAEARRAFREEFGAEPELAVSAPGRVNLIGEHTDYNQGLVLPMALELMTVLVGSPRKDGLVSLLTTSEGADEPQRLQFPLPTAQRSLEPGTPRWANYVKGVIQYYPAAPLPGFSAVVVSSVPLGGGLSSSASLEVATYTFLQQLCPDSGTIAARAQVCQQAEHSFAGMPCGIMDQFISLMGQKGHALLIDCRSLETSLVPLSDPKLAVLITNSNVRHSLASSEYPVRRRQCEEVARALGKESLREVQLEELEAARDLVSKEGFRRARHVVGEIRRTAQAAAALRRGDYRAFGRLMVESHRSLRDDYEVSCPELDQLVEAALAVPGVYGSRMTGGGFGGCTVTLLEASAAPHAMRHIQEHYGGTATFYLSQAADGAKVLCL
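The enzyme phosphorylates galactose (100 uM) using ATP (35 uM); inhibition is detected as higher residual ATP, quantified by bioluminescence after 1 h reaction at room temperature, pH 8.0.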
USP2a block: inhibitors of human ubiquitin-specific protease USP2a | O75604 | USP2 core, Ub-CHOP2 coupled fluorogenic reporter, 485/531 | Potency, µM (series often up to 38.3 µM), for the others: at the highest dose activity change, negative = inhibition, actives largely listed as inhibitors | 330,000 compounds, 0.01% hits;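 also: potency is read from the fitted curve at half-maximal effect; plate controls were DMSO wells for no effect and full inhibition by NEM control for full effect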
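Cell-free coupled assay: 10nM USP2 core preincubated 30min RT with compound in Tris-HCl pH 8.0/CaCl2/CHAPS buffer, then 25nM Ub-CHOP2 and 25nM reporter substrate; fluorescence (Ex 485/Em 531) read after 60min RT, normalized to NEM inhibition, concentration-response curves fitted.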
PKM2 activator: activators of human pyruvate kinase M2 | P14618 | purified PKM2, Kinase-Glo ATP luminescence, activation; response scale: 0% is enzyme alone, no compound | Potency, µM (doses to about 57.5 µM), inactives show top-dose activation, hits mostly activators | 260,000 compounds, 0.34% hits; also: potency is read from the fitted curve at half-maximal effect; % is scaled to controls: 0 for no effect and ±100 for the full control effect; nearly all actives have a fitted effect of over 55% in size
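Purified hPK-M2 (>95%) run at intermediate activity with 0.1 mM ADP and 0.5 mM PEP in 50 mM imidazole pH 7.2, KCl, MgCl2; 1 h room temperature. ATP formed read by Kinase-Glo luminescence; normalized to uninhibited and no-enzyme controls.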
KCNH2 3.1 inh: KCNH2 3.1 (human) potassium channel inhibition | U2OS KCNH2 3.1, thallium flux FluxOr; hits give low values | activity change, % (tested at about 1.8 µM) | 340,000 compounds, 0.95% hits;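 active = maximum activity change below -70%; inconclusive = maximum activity change from -70% to -50%; inactive = maximum activity change above -50%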;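 also: thallium influx rate constant from kinetic fluorescence after stimulation buffer; % is scaled to controls: 0 for no effect and ±100 for the full control effect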
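Virally transduced U2OS (3.1 isoform, 4 h infection in dark at RT) → overnight 37 C → FluxOr + Red40 in HBSS/HEPES, 45 min → stimulation buffer, 2 min kinetic read → rate constant vs DMSO controls.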
Giardia kill: kills Giardia lamblia; Giardia lamblia trophozoite viability; activity change, % at 7.66 µM, hits read low; 340,000 compounds, 0.15% hits; AID 540267; in the data active = activity change below about -80%; inconclusive = between about -30% and that limit;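 also: parasites exposed to compound for two days anaerobically before the ATP read; % is scaled to controls: 0 for no effect and ±100 for the full control effect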
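Giardia lamblia trophozoites (100 cells/well) were incubated with compounds for 48 h at 37 deg C under anaerobic conditions. Viability was read as ATP content by one-step luminescence after 15-30 min at room temperature.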
hERG WT inh: KCNH2 (human, wildtype) channel inhibition. U2OS, BacMam KCNH2, thallium flux FluxOr; hits give low values. activity change, % at 1.84 µM. 340,000 compounds, 0.37% hits;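 active = maximum activity change below -70%; inconclusive = maximum activity change between -70% and -50%; inactive = maximum activity change above -50%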; also: % is scaled to controls: 0 for no effect and ±100 for the full control effect
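U2OS cells transduced with wild-type KCNH2 virus are loaded with FluxOr dye for 45 min, and thallium flux is measured in kinetic reads before and after stimulation buffer. Rate constants are normalized to DMSO controls.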
TRPV1 ag: agonists of human vanilloid receptor 1 (TRPV1); Q8NER1; 320,000 compounds, 0.19% hits; TRPV1-expressing cells, Fluo-8 calcium influx, agonist mode; AID 540275; activation, % at 8.33 µM; in the data active = activation above about 80%; inconclusive = between about 30% and that limit; also: 0% is about no effect
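TRPV1-expressing cells were cultured overnight at 35.5C and loaded with Fluo-8 calcium dye for 40 to 90 min at room temperature. After a 10 s baseline, compound was added and calcium influx was read kinetically for 3 min (ex 480/em 520 nm).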
* marks the source's active call; other numbers are inactive results; ? = inconclusive; . = no result given; [ ] = another dose, or the depositor's remark. Unless noted, calls follow the shape of the dose curve; as a rule, active = well fitted curve in the direction sought with a large enough effect; inconclusive = small, poorly fitted or top-dose-only effect, or another doubt; inactive = no such curve, though single readings can be large; an effect the other way counts as inactive or inconclusive. An excerpt; rates above refer to the full screens.

SMILES	MLL CXXC-DNA inh	Coupling enz	Menin-MLL TR inh	B2AR arrestin	GALK inhibitor	USP2a block	PKM2 activator	KCNH2 3.1 inh	Giardia kill	hERG WT inh	TRPV1 ag
CCCC1=C(C(=O)OCC)C(c2ccc(NC(C)=O)cc2)NC(=O)N1 (stereo not given)	1%	0	8%	-0.4%	0%	1%	-3%	4	0	-2	0
Cc1ccc(OC(C)C(=O)Nc2ccc(S(=O)(=O)Nc3cc(C)on3)cc2)cc1 (stereo not given)	3%	7	7%	-0.1%	-3%	7%	1%	1	3	3	-1
O=C(COc1cccc(C(F)(F)F)c1)Nc1nnc(C2CC2)s1	.	.	.	-1.0%	.	3%	.	-4	5	0	.
c1ccc(-c2ccnc3ncnn23)nc1	10%	1	7%	-0.7%	-1%	0%	1%	35	-18	-3	-3
CCCOc1ccc(C(=O)Nc2ccc(S(=O)(=O)N3CCN(C)CC3)cc2)cc1	10%	1	4%	-0.8%	2%	0%	-1%	26	10	7	-6
COc1ccc(S(=O)(=O)NCC2CCCN(C(=O)CN3CCCCC3)C2)cc1 (stereo not given)	-4%	1	-1%	-0.1%	10%	0%	3%	-1	12	0	1
O=C(Nc1ccc2oc(-c3ccncc3)nc2c1)c1ccccc1F	0%	1	3%	-0.2%	0%	0%	-2%	-3	-25	15	2
O=C(CCN1C(=O)/C(=C/c2ccccc2Cl)SC1=S)N1CCOCC1	-12%	2	-24%	-0.3%	-6%	0%	0%	9	-2	-5	?
O=C(NCCc1nc2ccccc2[nH]1)c1ccc(F)cc1	3%	0	3%	-1.0%	0%	0%	2%	1	-7	17	8
COCCn1c(SCC(=O)OC(C)C)nnc1-c1ccccc1	-5%	0	-3%	-1.7%	1%	3%	0%	-13	4	-6	1
Cc1cc(=O)oc2cc(OC(=O)c3nn(C(C)C)c(=O)c4ccccc34)ccc12	1%	1	10%	-0.3%	-3%	3%	-2%	21	-6	1	-2
NC(=O)c1ccc(NC(=O)CN2CCN(Cc3ccccc3)CC2)cc1	8%	0	14%	0.1%	0%	3%	.	-11	-23	5	11
CN(C(=O)CSc1nc2ccccc2c(=O)n1-c1ccc(F)cc1F)C1CCS(=O)(=O)C1 (stereo not given)	.	.	.	2.5%	.	1%	.	4	?	3	.
Cc1nc2sccn2c(=O)c1S(=O)(=O)Nc1ccc(N2CCN(S(C)(=O)=O)CC2)cc1	0%	-1	?	-0.1%	0%	-1%	-3%	5	27	7	-4
CN1C(=O)C(C)(C)c2cc(S(=O)(=O)N3CCCC(C(=O)NCc4ccc(Cl)cc4)C3)ccc21 (stereo not given)	-2%	-3	-9%	0.2%	.	3%	0%	0	-2	17	0
COc1ccc(/C(O)=C2/C(=O)C(=O)N(c3ncccn3)C2c2ccc(OC)cc2)cc1 (stereo not given)	6%	2	5%	-0.5%	.	4%	-2%	-11	6	-6	1
Cc1cccc(NC(=O)Cn2nnc(-c3ccc(CN4CCCC4)cc3)n2)c1C	-8%	-4	0%	-0.3%	6%	-1%	-10%	3	-5	-1	2
CN1CCC(=NNC(=O)C(=O)Nc2ccccc2F)CC1	2%	2	-8%	0.1%	-1%	-7%	0%	-6	6	9	-1
Cc1ccc([C@H]2C(C(=O)O)=CC[C@@H](c3ccc(Cl)cc3)N2S(=O)(=O)c2ccc(C)cc2)cc1	.	.	.	-0.1%	.	?	.	-1	?	2	.
COc1cccc(NC(=O)CCCn2c(=O)[nH]c3ccccc3c2=O)c1	-8%	-1	-20%	-0.6%	2%	3%	-2%	9	10	2	7
Cc1ccccc1CSCCNC(=O)c1ccccc1	3%	9	2%	0.0%	1%	0%	-10%	2	-7	-5	?
COc1ccc(-c2c(C)nn3c(N4CCC(C(=O)N5CCCCC5)CC4)cc(C)nc23)cc1OC	1%	6	.	-0.3%	2%	-3%	-8%	23	12	6	24
CCOc1ccccc1N(CC(=O)Nc1cc(OC)ccc1OC)S(=O)(=O)c1ccccc1	-22%	1	5%	0.2%	1%	2%	-2%	-14	0	-13	20
Cc1cc(C#N)c(SCC(N)=O)nc1-c1ccc(F)cc1	8%	0	-1%	0.2%	-2%	-2%	0%	-16	-6	-15	-10
CCOc1ccc(N(C(C)=O)C2C=CS(=O)(=O)C2)cc1 (stereo not given)	0%	-5	3%	-0.2%	2%	1%	-1%	10	-7	-8	-1
CN(C)C(CNC(=O)CCOc1ccccc1)c1ccco1 (stereo not given)	3%	0	8%	0.6%	0%	1%	0%	3	-15	4	-1
CCc1nnc(NC(=O)c2cccc(S(=O)(=O)N3CC(c4ccccc4)CC3=O)c2)s1 (stereo not given)	4%	2	1%	0.1%	3%	5%	-17%	4	-5	14	-2
CC(C)COC(=O)n1c(SCC(N)=O)nc2ccccc21	2%	-1	.	0.2%	1%	0%	-10%	-29	-15	4	0
Cc1occc1-c1nnc(SCC(=O)Nc2nc(C(C)(C)C)cs2)o1	3%	0	5%	-0.1%	0%	1%	-5%	-9	2	6	5
COC(=O)c1sc(N)c(C(=O)OC)c1COC(=O)c1c(C)noc1C	-8%	0	-5%	0.1%	8%	0%	-2%	-18	3	-1	27
Cc1ccc(/C=N/NC(=O)CSc2nnc(-c3ccc(Cl)cc3)n2-c2ccc(Cl)cc2)o1	3%	11	0%	-0.3%	0%	5%	6%	-6	43[activator]	-22	-1
COc1ccc(C2SCC(=O)N2c2ccc(C)cc2)cc1 (stereo not given)	27%	0	4%	-0.7%	-1%	0%	0%	10	-24	-2	0
Cc1ccc(OCCNC(=O)c2ccccc2F)cc1	12%	1	?	-0.2%	2%	4%	.	8	3	2	?
O=C(CCN1C(=O)NC2(CCCC2)C1=O)Nc1ccc(-c2nc3ccccc3s2)cc1	.	.	.	0.4%	.	0%	.	-8	6	-4	8
CC(C)(CC(=O)O)CC(=O)N1CCN(c2cc(C(F)(F)F)nc3ccccc23)CC1	-3%	1	-3%	0.4%	1%	8%	.	-12	-5	15	-4
Cn1c2ccc(F)cc2c2nnc(NN)nc21	-3%	-5	.	-0.5%	.	1%	1%	-19	39[activator]	5	-3

Four entries already listed, ordered by the value under MLL CXXC-DNA inh, high to low:
molecule	MLL CXXC-DNA inh	Menin-MLL TR inh	B2AR arrestin	GALK inhibitor	TRPV1 ag
COc1ccc(C2SCC(=O)N2c2ccc(C)cc2)cc1 (stereo not given)	27%	4%	-0.7%	-1%	0
CCc1nnc(NC(=O)c2cccc(S(=O)(=O)N3CC(c4ccccc4)CC3=O)c2)s1 (stereo not given)	4%	1%	0.1%	3%	-2
CN(C)C(CNC(=O)CCOc1ccccc1)c1ccco1 (stereo not given)	3%	8%	0.6%	0%	-1
COC(=O)c1sc(N)c(C(=O)OC)c1COC(=O)c1c(C)noc1C	-8%	-5%	0.1%	8%	27

Remaining list, next part
SMILES	MLL CXXC-DNA inh	Coupling enz	Menin-MLL TR inh	B2AR arrestin	GALK inhibitor	USP2a block	PKM2 activator	KCNH2 3.1 inh	Giardia kill	hERG WT inh	TRPV1 ag
CC1CN(C2CCCCC2)c2nc3c(c(=O)[nH]c(=O)n3C)n2C1 (stereo not given)	-1%	-5	-5%	0.0%	3%	2%	-2%	-2	3	4	1
O=C(Nc1ccon1)c1csc2c1CCCC2	5%	-3	0%	-0.2%	0%	1%	-4%	8	7	9	-3
O=C(Nc1ccncc1)c1ccc2c(c1)OCCO2	-10%	4	-6%	-0.6%	1%	3%	-9%	-7	2	-7	16
CN(C)S(=O)(=O)c1ccc2c(c1)c(=O)c(C(=O)NCCCN1CCCCCC1)cn2C	4%	1	1%	0.0%	-2%	3%	2%	6	3	2	-3
OCCC1CN(Cc2ccc(-c3ccco3)cc2)CCN1Cc1ccsc1 (stereo not given)	-5%	0	-2%	-0.3%	1%	7%	2%	-21	10	38	-2
Cc1ccc(C)c(NC(=O)CSc2nnc(-c3n[nH]c4ccccc34)o2)c1	-5%	2	10%	-0.2%	1%	-1%	-4%	4	27	-4	8

Screening data as filed in PubChem BioAssay.
